# High-throughput results (PubChem)
# NTMT1 inh – inhibitors of human N-terminal methyltransferase NTMT1. Q9BV86. NTMT1 MTase-Glo SAH luminescence, purified enzyme. Potency, µM (highest dose often 114 µM), for the others: top-dose activity change, negative = inhibition, most hits filed as inhibitors. 59,000 tested, 2.5% active; active = well fitted inhibition curve with a large enough effect; inconclusive = small, poorly fitted or top-dose-only effect;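 note: plate controls were DMSO vehicle for no effect and no enzyme for full effect; nearly all actives have a fitted effect of over 65% in size; many of its hits are not listed in these tables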
# Target sequence (Q9BV86 whole entry, looked up): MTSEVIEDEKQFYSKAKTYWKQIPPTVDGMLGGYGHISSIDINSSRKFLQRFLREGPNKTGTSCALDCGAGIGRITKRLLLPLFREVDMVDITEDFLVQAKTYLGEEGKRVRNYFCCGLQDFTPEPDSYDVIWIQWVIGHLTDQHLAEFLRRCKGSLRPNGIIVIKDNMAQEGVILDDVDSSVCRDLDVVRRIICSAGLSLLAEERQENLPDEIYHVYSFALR
# The depositor's hits bear a star; u = inconclusive; & = joins results of further samples; [ ] = another dose, or the depositor's remark. Potency is the fitted concentration of half-maximal effect. Some of the compounds tested; count on the stated rates, not on these rows.
# Sample of the layout (2 entries):
molecule | NTMT1 inh
N#Cc1nc(Nc2ccccc2)nc(NC2CCCCC2)n1 | -4%
Cc1[nH]cnc1CN1CCN(C(=O)N[C@@H](CC(C)C)C(=O)O)[C@@H](Cc2ccccc2)C1=O | 12%

# The list itself, from the start:
molecule | NTMT1 inh
N#Cc1nc(Nc2ccccc2)nc(NC2CCCCC2)n1 | -4%
Cc1[nH]cnc1CN1CCN(C(=O)N[C@@H](CC(C)C)C(=O)O)[C@@H](Cc2ccccc2)C1=O | 12%
COc1cccc(C2c3c(ncn(CCN4CCOCC4)c3=N)Oc3ccc4ccccc4c32)c1 (configuration not stated) | u
Fc1cc(Nc2nc(-c3ccncc3)nc3ccccc23)ccc1-n1cncn1 | 15%&5%
COC(=O)c1ccccc1NC(=O)c1ccccc1OC(F)F | -1%
Cc1cc(C2N=C(Nc3nc4ccccc4o3)NC3=C2C(=O)CCC3)n[nH]1 (configuration not stated) | -2%
Oc1ccc(Nc2nc(-c3ccncc3)nc3ccccc23)cc1F | -19%
CNC(=O)C1CCN(c2nc(-c3ccc(Br)cc3)cs2)CC1 | -20%

molecule | NTMT1 inh
COc1cc(O)c(C(CC(=O)N2CCCC(C#N)C2)c2ccc3c(c2)OCO3)c(OC)c1 (configuration not stated) | -20%[228 µM]
C=CCNc1oc(-c2cccs2)nc1C#N | 2%
O=C(CCCCCCC(=O)N/N=C/c1ccc(N(c2ccccc2)c2ccccc2)cc1)NO | 17%
c1nc(NCc2ccc3c(c2)OCO3)c2cc(-c3ccoc3)ccc2n1 | 1%
Cn1c2cc([N+](=O)[O-])sc2c2cnn(Cc3ccccc3F)c(=O)c21 | u
Brc1cnc2nc(SCc3ccccn3)[nH]c2c1 | -2%
O=C(COC(=O)CNC(=O)c1ccccc1)Nc1ccccc1Cl | 2%
O=C(Nc1ccc(-c2nc3ccccc3[nH]2)cc1)c1ccc2n[nH]nc2c1 | u

molecule | NTMT1 inh
CCOc1ccc(CCNC(=O)c2ccc(Oc3ccccc3)cc2)cc1OCC | 4%
O=S1(=O)N=C(Oc2ccccc2-c2ccccc2)c2ccccc21 | 5%
O=C(Nc1cccc(-c2nn3c(=O)cc(N4CCNCC4)nc3s2)c1)c1ccncc1 | u
C=CCNc1oc(-c2ccc(F)cc2)nc1C#N | 7%
COc1ccc(C2Nc3ccccc3C(=O)N2Cc2cccs2)cc1COc1c(C)cccc1C (configuration not stated) | 10%
N#Cc1cccc(NS(=O)(=O)c2ccc3c(c2)CCC(=O)N3)c1 | 9%[57.5 µM]
Cc1ccc(S(=O)(=O)Nc2cc(-c3ccc(C#N)s3)ccc2C)cc1 | 21%
O=C1c2ccccc2C(=O)N1c1ccncc1 | -1%

molecule | NTMT1 inh
O=C1Cc2cc(S(=O)(=O)N3CCN(c4ccc(Cl)cc4)CC3)ccc2N1 | -14%[228 µM]
Cn1c2ccsc2c2ncn(Cc3ccccc3F)c(=O)c21 | 2%
CCC(Nc1ncnc2ccc(-c3c(C)noc3C)cc12)c1ccccc1 (configuration not stated) | -2%
COc1ccc(-c2ccc(=O)n(CC(=O)NCCc3ccccc3)n2)cc1OC | -3%
COc1ccc(OC)c(C2=Nn3c(nnc3-c3cc(OC)ccc3OC)SC2)c1 | u
O=C(OCC#CCSc1nnc(-c2ccc3ccccc3c2)o1)c1ccc(OC(F)(F)F)cc1 | 3%
CCOC(=O)C1=CCCCC1S(=O)(=O)Nc1ccc(F)cc1Cl (configuration not stated) | -5%
CCCc1cc(F)c(S(=O)(=O)N2CCN(S(=O)(=O)c3ccc4c(c3)OCCO4)CC2)cc1F | 12%

molecule | NTMT1 inh
Fc1cc(Nc2nc(-c3ccncc3)nc3ccccc23)ccc1-c1ccnc(C(F)(F)F)c1 | 2%[57.5 µM]
COc1cc(O)c(C(CC(=O)N2CCC[C@@H](C)C2)c2ccc3c(c2)OCO3)c(OC)c1 (some centres not stated) | 6%[228 µM]
O=C(N1CCc2cc([S+](=O)([O-])N3CCN([S+](=O)([O-])c4c(F)cccc4F)CC3)ccc2C1)C(F)(F)F | -2%
Cn1c(=O)c2c(nc(OC3CCN(C(=O)C4CC4)CC3)n2CCC(C)(C)C)n(C)c1=O | 2%
Cc1c(P(=S)(c2ccccc2)c2ccccc2)[n+]2ccccc2n1CCc1ccccc1 | -3%
CN(C)c1ccccc1-c1csc(N2CCC(C(N)=O)CC2)n1 | 1%
COc1ccc(C2Nc3ccccc3C(=O)N2CCCN(C)C)cc1COc1ccc(NC(C)=O)cc1 (configuration not stated) | u
O=C(OCC#CCSc1nnc(-c2ccc3ccccc3c2)o1)c1ccc(F)cc1 | 5%

molecule | NTMT1 inh
Cc1ccccc1C(=O)n1ccc2cc(-c3nc(NC(=O)Cc4ccc5c(c4)OCO5)sc3C)ccc21 | 5%
CC(C)(C)OC(=O)NC1CCN(c2nc(-c3ccc(Br)cc3)cs2)CC1 | u
CCC(OC(=O)c1ccc(S(C)(=O)=O)c([N+](=O)[O-])c1)C(=O)NC1C2CC3CC(C2)CC1C3 (configuration not stated) | -5%[57.5 µM]
Cc1cn([C@H]2C[C@H](N[S+](=O)([O-])c3ccc4c(c3)OCCO4)[C@@H](CO)O2)c(=O)[nH]c1=O | 3%
Cc1ccc(NS(=O)(=O)c2ccc3c(c2)NC(=O)CO3)cc1C | 5%
N#CC1=C(Nc2nc3ccccc3o2)OC2=C(C(=O)CCC2)C1c1[nH]ncc1Cl (configuration not stated) | -1%
O=C(NCCc1nc2ccccc2[nH]1)C1CCCCC1 | -1%
C=CCNc1oc(-c2cccc(Br)c2)nc1C#N | 5%

# An excerpt from above in order of molecular weight, high to low:
molecule | NTMT1 inh
Cc1ccccc1C(=O)n1ccc2cc(-c3nc(NC(=O)Cc4ccc5c(c4)OCO5)sc3C)ccc21 | 5%
Cc1ccc(NS(=O)(=O)c2ccc3c(c2)NC(=O)CO3)cc1C | 5%
O=C(NCCc1nc2ccccc2[nH]1)C1CCCCC1 | -1%

# Other compounds:
molecule | NTMT1 inh
CN(C)[S+](=O)([O-])c1ccc(-c2cncc(NC(=O)c3cccs3)c2)cc1 | -3%
Cc1cc(NS(=O)(=O)c2cc3c(cc2F)NC(=O)CC3)ccc1F | -4%
Cc1ccc(-c2nccc(=O)n2CC(=O)N(C)C(C)c2ccco2)cc1 (configuration not stated) | -3%
Cc1cc(NC(=O)Nc2nnc(-c3ccncc3)s2)ccc1Cl | -29%
O=C(Cn1nc(C2CCCCC2)ccc1=O)NCCc1ccccc1 | -9%
Cc1ccc(S(=O)(=O)N2CCN(c3nc(-c4ccco4)nc4ccccc34)CC2)cc1 | -11%
O=[S+]([O-])(Nc1nccs1)c1ccc(NCc2cc(Cl)cc(Br)c2O)cc1 | -11%
CC(C)n1cc(-c2ccc3c(c2)N(C)CC3)c2c(NS(=O)(=O)c3ccn(C)n3)ccnc21 | -25%

molecule | NTMT1 inh
CC(=O)Nc1sc2c(c1-c1ccc(N3CCN(C)CC3)cc1)CCNC2 | -1%[57.5 µM]
CC(C)Oc1ccc(-c2csc(N3CCC(C(N)=O)CC3)n2)cc1 | -3%
CCCCNC(=S)NCCCN(Cc1ccc(Cl)c(Cl)c1)c1ccc(Br)cn1 | 12%
O=c1[nH]c2ccc(S(=O)(=O)N3CCN(S(=O)(=O)c4c(F)cccc4F)CC3)cc2[nH]c1=O | -29%[57.5 µM]
CN(C)c1ccc(C(=O)OCC#CCSc2nnc(-c3cccc4ccccc34)o2)cc1 | 29%
O=C(Nc1cccnc1)C1CCCCC1 | 13%
CC(=O)Nc1sc2c(c1-c1cnn(C(C)=O)c1)CCNC2 | -10%
Cc1cc(C)nc(NC(=S)N2CCN(C3=Nc4ccccc4Oc4ccccc43)CC2)c1 | 50µM*

# Rewritten as labelled records: entries from further up.
> O=c1[nH]c2ccc(S(=O)(=O)N3CCN(S(=O)(=O)c4c(F)cccc4F)CC3)cc2[nH]c1=O
- NTMT1 inh: -29%[57.5 µM]
> CN(C)c1ccc(C(=O)OCC#CCSc2nnc(-c3cccc4ccccc34)o2)cc1
- NTMT1 inh: 29%

# Later entries:
molecule | NTMT1 inh
Cn1cccc1CN=C1NC2=C(C(=O)CCC2)C(c2[nH]ncc2Cl)N1 (configuration not stated) | -1%
Cc1cc(C)n2ncc(C(=O)Nc3cccc(C#N)c3)c2n1 | 3%[29.8 µM]
O=C(Nc1nnc(-c2ccco2)o1)c1ccc(C(F)(F)F)cc1 | 10%
COc1ccccc1OC1=NS(=O)(=O)c2ccccc21 | 11%
CC(C)C[C@H](NC(=O)[C@H](Cc1ccccc1)NC(=O)OCc1ccccc1)C(=O)C=O | 3%
Cc1cc(N[S+](=O)([O-])c2cc3c(cc2Cl)CCC(=O)N3)ccc1Br | -5%[57.5 µM]
Cc1ccc(C)c(SC2=CS(=O)(=O)c3ccccc32)c1 | u
O=C(O)c1cccc(S(=O)(=O)N2CCN(S(=O)(=O)c3ccc4c(c3)OCCO4)CC2)c1 | 21%

molecule | NTMT1 inh
CC(C)c1ccccc1-c1ncc(F)c(NCc2ccc(-c3cccnc3)cc2)n1 | 2%
Cc1cccc(NC(=O)c2cc(-c3ccc(C)c(C)c3)nc3ccccc23)c1 | u
Cc1ccccc1N(C)C1=N[S+](=O)([O-])c2ccccc21 | 12%
CN1CCN(c2ccc(Nc3ncc4cc(C#N)c(=O)n(C5CCCC5)c4n3)cc2)CC1 | -17%
Cc1ccc(NS(=O)(=O)c2ccc3ccccc3c2)cc1C | 9%[57.5 µM]
c1nc(NCc2ccc3c(c2)OCO3)c2cc(-c3ccc4c(c3)OCCO4)ccc2n1 | -2%
Oc1ccc(CNc2nccc3ccccc23)c2cccnc12 | 10%
O=[N+]([O-])c1ccccc1CSc1nc2ncc(Br)cc2[nH]1 | 4%[57.5 µM]

# Shown field by field: part of the list above.
> Cc1ccc(NS(=O)(=O)c2ccc3ccccc3c2)cc1C
  NTMT1 inh: 9%[57.5 µM]
> CN1CCN(c2ccc(Nc3ncc4cc(C#N)c(=O)n(C5CCCC5)c4n3)cc2)CC1
  NTMT1 inh: -17%

# (next part)
molecule | NTMT1 inh
CC(OC(=O)c1ccc(S(C)(=O)=O)c([N+](=O)[O-])c1)C(=O)NC1C2CC3CC(C2)CC1C3 (configuration not stated) | u
O=C(OCC#CCSc1nnc(-c2cccc3ccccc23)o1)c1ccc(OC(F)(F)F)cc1 | 11%
CC(C)(C)c1cc(O)c(CN)c(C(C)(C)C)c1 | u
CCN(CC)CCCC(C)n1c(-c2ccccc2)nc2c(NCc3ccccc3)nc(C)nc21 (configuration not stated) | 0%
CN1C(=O)[C@@H](NC(=O)c2cc(Cc3ccccc3)on2)COc2ccccc21 | 6%
O=S(=O)(NCCCCNS(=O)(=O)c1c(F)cccc1F)c1ccc2c(c1)OCCO2 | -4%
COc1cccc(-c2nnc3n2N=C(c2c(OC)cccc2OC)CS3)c1 | u
CCOC(=O)CCCC(=O)Nc1ncnc2c1C(c1ccccc1)c1c(ccc3ccccc13)O2 (configuration not stated) | 4%

molecule | NTMT1 inh
CC(=O)Nc1sc2c(c1-c1nc3ccccc3s1)CNCC2 | -2%
CC(=O)Nc1ccc(CNc2ncnc3ccc(-c4c(C)noc4C)cc23)cc1 | 0%[57.5 µM]
CNc1ncc(-c2cccc3ccccc23)o1 | -10%
Cn1c2cc(C=O)sc2c2cnn(Cc3ccccc3F)c(=O)c21 | 5%
CCc1ccc(-c2nn3c(C)nnc3s2)cc1NC(=O)c1ccc(-c2cccc(Cl)c2)o1 | -2%[57.5 µM]
COc1cccc(CNc2ccc(S(=O)(=O)Nc3cnc4ccccc4c3)cc2)c1O | 10%
CONC(=O)Nc1ccc(-c2sc3c(c2CN(C)C)c(=O)n(-c2ccc(OC)nn2)c(=O)n3Cc2c(F)cccc2F)cc1 | -3%
C=C1C[C@H]2C=Nc3cc(OCCCOc4cc5c(cc4OC)C(=O)N4CC(=C)C[C@H]4C=N5)c(OC)cc3C(=O)N2C1 | -11%

molecule | NTMT1 inh
COc1ccc(NC(=O)c2cnn3c(C)cc(C)nc23)cc1 | 3%
Cc1ccc(S(=O)(=O)Nc2ccccc2C(=O)Nc2ccc(-c3ccccc3)cc2)cc1 | 14%
c1nc(NCC2CCCCC2)c2cc(-c3ccc4c(c3)OCO4)ccc2n1 | u
COc1cc(OC)cc(-c2nnc3n2N=C(c2cc(OC)ccc2OC)CS3)c1 | -8%
Cc1ccc(S(=O)(=O)Nc2ccc(C(=O)Nc3nc(-c4ccccc4)cs3)c(Cl)c2)cc1 | 15%
Cn1nnnc1Sc1ncnc2scc(-c3ccccc3Br)c12 | -4%[57.5 µM]
Cc1cc(NS(=O)(=O)C2CCN(C(=O)Cc3ccc(Cl)c(Cl)c3)CC2)no1 | 3%
CC(C)(C)c1ccc(-n2cnc3cc(C(=O)N4CCCCC4)ccc32)cc1 | 21%

molecule | NTMT1 inh
O=C(O)c1ccc(CSc2nnc(-c3cccc([S+](=O)([O-])N4CCCC4)c3)n2-c2ccccc2)cc1 | 12%
Cc1ccc2nc3sc(C(=O)NCCCN(C)C)cc3cc2c1 | -7%[57.5 µM]
Fc1ccccc1N1CCN(c2nc(-c3cccs3)nc3ccccc23)CC1 | -5%
COc1ccccc1CNc1ccc(S(=O)(=O)Nc2nccs2)cc1 | 1%
Fc1cc(Nc2nc(-c3ccncc3)nc3ccccc23)ccc1-c1cccc(OC(F)(F)F)c1 | u
Nc1ccc(S(=O)(=O)Nc2cccc3cccnc23)cc1 | 22%
Cc1ccc(NC(=O)NCc2ccc3c(c2)CN(C2CCC(=O)NC2=O)C3=O)cc1Cl (configuration not stated) | -18%
CC(C)c1ccccc1-c1ncc(F)c(NCC2CCN(c3cnccn3)C2)n1 (configuration not stated) | 5%

molecule | NTMT1 inh
N#Cc1cc(NC(=O)Nc2nnc(-c3ccncc3)s2)ccc1F | -22%
Cc1cc(C)nc(NC(=S)N2CCN(c3cc(C#N)cc(C#N)c3)CC2)c1 | u
COc1cccc(Nc2nn3c(=O)c4ccccc4nc3s2)c1 | -11%
CN(Cc1ccccc1)C(=O)c1ccc(S(=O)(=O)Nc2ccccc2)cc1 | 5%
